# Screening data deposited in PubChem by several laboratories.
# DSG3 Ab inh: inhibitors of pemphigus antibody binding to DSG3, primary screen, biochemical, bead-based, flow cytometry, scFv-GFP | Desmoglein-3 (Homo sapiens), P32926 | DSG3-coupled beads, scFv-anti-DSG3-GFP binding; stronger effect = lower value | binding (percent of control), % at 10 µM | 0.48% of 310,000 active;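 active = binding more than 3 SD below its plate's average and above zero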;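 note: hits lower antibody fragment binding to DSG3; some compounds called inactive have numbers as strong as hits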
# PKA-R1A act: activators of PKA-R1A holoenzyme, primary screen, biochemical, fluorescence polarization, Cy5-IP20, bovine R1A, mouse PKAc | PKA-R1A dissociation; scaled: DMSO 0%, 113 µM cGMP 100% | activation, % at 11.4 µM | 0.083% of 340,000 active | AID 504707, 2011;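 active = percent activation above the mean of all tested compounds plus 3 SD, cut at about 19% in these data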;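 note: higher means more PKAc released from R1A so a rise in polarization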
# Arrestin-AP2 inh: inhibitors of beta-arrestin/AP2 binding, primary screen, biochemical, GPCR trafficking, flow cytometry; AID 504490, 2011; FITC-arrestin peptide / GST-AP2 beads; AP2 beta2 appendage carries R879A mutation; beta-arrestin 1 C-terminal peptide binding to AP2 beta2-adaptin appendage (human); 0.31% of 340,000 active; inhibition, % at 10 µM;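 active = inhibition above a set limit, near 3 SD of compounds lacking own fluorescence, cut at about 54% in these data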;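 note: plate controls were DMSO wells for no effect and 5 µM unlabelled arrestin peptide for full effect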
#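 Measured by: flow cytometry, FL1 (488/535 nm); Material: AP2 appendage R879A on GSH beads; Evaluation: percent response; Timing: pre-incubation 12 min, peptide binding 1 h, room temperature; Also added: 50 nM FITC-arrestin peptide; Medium: PBS with 0.05% Tween 20 and 0.1% BSA.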
# PKA-R2B act: activators of PKA-R2B holoenzyme, primary screen, biochemical, fluorescence polarization, Cy5-IP20, human; cAMP-dependent protein kinase catalytic subunit beta (Homo sapiens) + cAMP-dependent …; PKA-R2B holoenzyme dissociation; R2B truncated from residue 108, S112A mutant; 0% DMSO only, 100% 113 µM cGMP; AID 504700, 2011; activation, % at 11.4 µM; 0.079% of 340,000 active;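 active = activation above a cutoff set at the mean over all compounds plus 3 SD, cut at about 18% in these data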;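 note: higher means more holoenzyme dissociation and a rise in polarization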
# HTR5A inv ctr: HTR5A inverse agonists in luminescence cell assay, primary screen, counter-screen for OPRM1-OPRD1 heterodimer inverse agonist project, full-deck HTS | 5-hydroxytryptamine receptor 5A (Homo sapiens), P47898 | inhibition, % at 9.3 µM | HTR5A cell line, inverse agonism | 0.083% of 340,000 active | AID 504634, 2011; in the data active = inhibition mostly above about 23%, no sharp cut-off; inactive = mostly below about 18%;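 note: 0% = cells with DMSO and 100% = no-cell wells with DMSO; some compounds called inactive have numbers as strong as hits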
# DAGLB inh: DAGLB lipase inhibitors, primary screen, biochemical, fluorescence, HTS | Diacylglycerol lipase-beta (Homo sapiens), Q8NCG7 | HEK293T DAGLB membrane lysate, EnzChek fluorogenic substrate | inhibition, % at 5.17 µM | 0.059% of 340,000 active | AID 504411, 2011; in the data active = inhibition above about 34%;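 note: 0% = enzyme with vehicle and 100% = wells lacking enzyme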
# MOR-DOR ag: agonists of OPRM1-OPRD1 heterodimerization, primary screen, cell-based, luminescence | Mu-type opioid receptor (Homo sapiens) + Delta-type opioid receptor (Homo sapiens), … | cells | activation, % at 9.3 µM | 0.3% of 340,000 active | AID 504326, 2011; in the data active = activation above about 18%;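 note: 0% = vehicle-treated cells and 100% = reference agonist; values of inactives mirror those of a sister screen read the other way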
# Target sequence (P35372 whole entry, looked up): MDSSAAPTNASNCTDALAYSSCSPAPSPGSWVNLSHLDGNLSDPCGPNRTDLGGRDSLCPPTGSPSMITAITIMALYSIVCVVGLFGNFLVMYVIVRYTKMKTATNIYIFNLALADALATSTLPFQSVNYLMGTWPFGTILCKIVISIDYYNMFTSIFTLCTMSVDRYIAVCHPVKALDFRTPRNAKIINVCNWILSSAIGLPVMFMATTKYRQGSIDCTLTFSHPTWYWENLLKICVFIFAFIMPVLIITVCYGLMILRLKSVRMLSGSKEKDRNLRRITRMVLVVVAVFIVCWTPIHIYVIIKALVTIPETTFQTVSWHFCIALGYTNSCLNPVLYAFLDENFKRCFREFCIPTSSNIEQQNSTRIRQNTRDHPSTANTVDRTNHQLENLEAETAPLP
# Target sequence (P41143 whole entry, looked up): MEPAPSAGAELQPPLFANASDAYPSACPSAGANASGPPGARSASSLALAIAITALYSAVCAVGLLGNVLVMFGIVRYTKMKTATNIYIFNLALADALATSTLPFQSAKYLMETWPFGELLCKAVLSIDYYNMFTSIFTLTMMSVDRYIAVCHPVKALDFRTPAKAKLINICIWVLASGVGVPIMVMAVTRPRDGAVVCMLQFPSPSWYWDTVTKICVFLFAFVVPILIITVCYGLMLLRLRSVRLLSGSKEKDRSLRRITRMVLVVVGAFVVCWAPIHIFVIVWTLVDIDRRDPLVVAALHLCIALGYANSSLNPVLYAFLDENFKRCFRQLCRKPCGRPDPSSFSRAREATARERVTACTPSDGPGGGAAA
# HTR5A ag: HTR5A agonists in luminescence cell assay, primary screen, counter-screen for OPRM1-OPRD1 heterodimer agonist project, full-deck HTS | cell-based | activation, % at 9.3 µM | 0.61% of 340,000 active | 5-hydroxytryptamine receptor 5A (Homo sapiens), P47898; in the data active = activation mostly above about 9.5%, no sharp cut-off; inactive = mostly below about 7.6%;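 note: 0% = cells with vehicle only and 100% = reference agonist; strong numbers were not always called active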
# MOR-DOR inv ag: inverse agonists of MOR-DOR heterodimerization, primary screen, cell-based, luminescence; cell-based MOR-DOR heterodimer luminescence, inverse agonism; inhibition, % at 9.3 µM; 0.21% of 340,000 active; AID 504357, 2011; in the data active = inhibition above about 22%, passing the limit was not always enough;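 note: 0% = cells with DMSO and 100% = wells without cells with DMSO; values of inactives mirror those of a sister screen read the other way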
# V-ATPase pHluor: regulators of yeast V-ATPase proton pumping, primary screen, pHLuorin cytosolic pH fluorescence. S. cerevisiae. response, % at 10 µM. 0.37% of 350,000 active; in the data active = response mostly above about 7.3%, no sharp cut-off; inactive = mostly below about 5.4%; note: actives read high; inactives centre near 0; some compounds called inactive have numbers as strong as hits; reference of the scale not given here
# Active calls of the source: *; nt = no result given.
SMILES,DSG3 Ab inh,PKA-R1A act,Arrestin-AP2 inh,PKA-R2B act,HTR5A inv ctr,DAGLB inh,MOR-DOR ag,HTR5A ag,MOR-DOR inv ag,V-ATPase pHluor
CC(=O)N1CCN(S(=O)(=O)c2cccc(C(=O)NC3CC3)c2)CC1,nt,2,2,-1,-24,-1,-2.7,10,11,1
CC(OC(=O)CC(NC(=O)c1ccccc1Cl)c1ccccc1)C(=O)Nc1cccc(Cl)c1Cl (configuration not stated),99,-13,12,-13,18,-4,-1.9,-5,10,0
Cc1cccc(CN2C(=O)[C@@H]3Cc4c([nH]c5ccccc45)C(C)(C)N3C2=O)c1,101,-4,7,-3,-41,-7,12,8,-65,-1
CCN(CC)S(=O)(=O)c1cccc(C(=O)NCC(=O)OCC(=O)NCc2ccccc2)c1,101,-1,-1,-5,6,-2,-1.1,4,7,3
COc1ccc(C(=O)NCC(=O)N2CCC(C)CC2)cc1OC,100,-6,2,-10,-11,2,-3.1,4,17,3
C=CCc1c(C)nc(SC)nc1Nc1ccc(C(=O)O)cc1,96,-11,11,-4,6,0,-1.8,3,9,-2
Cc1ccc(S(=O)(=O)Nc2cccc3ncccc23)cc1,77,-8,2,1,2,-2,1.5,-1,-8,4
CC(Nc1ccccc1)c1cc(Cl)ccc1O (configuration not stated),102,7,2,0,-1,-2,1.6,4,-8,-2
COc1ccc(OCCCC(=O)Nc2cccnc2)cc1,116,1,-6,-12,-4,-1,-2.8,2,13,-5
COc1ccccc1NC(=O)c1ccc(NS(=O)(=O)c2ccc(F)c(Cl)c2)cc1,103,-13,53,-9,-18,2,2.2,5,-11,0
Cc1cc(C)c(S(=O)(=O)N2CCCc3ccccc32)c(C)c1,123,-2,-15,-9,-15,-8,3.3,4,-16,3
CC(C)(C)C(=O)NCc1ccc(C(=O)CSc2nnc3n2CCCCC3)s1,101,11,nt,-7,nt,-1,nt,nt,nt,-5
COc1cc2c(c(OC)c1OC)-c1ccc(SC)c(=O)cc1C(NC=O)CC2 (configuration not stated),87,-2,-10,0,-5,-1,-4.9,1,22,1
CCOC(=O)N1CCC(O)(c2cc(C)c(C)cc2C)CC1,nt,-4,13,-1,-14,-5,-2.2,3,12,-2
Cn1c(=O)[nH]c(=O)c2c1nc(N1CCN(Cc3ccccc3)CC1)n2CCCc1ccccc1,98,11,36,-6,-6,1,-1.3,6,8,3
COc1ccc(OC)c(C(=O)COC(=O)c2ccc(C)o2)c1,104,-3,4,-7,-46,-3,-1.0,0,6,1
CSc1cccc(NC(=O)C(C)Sc2ccc(C)cc2)c1 (configuration not stated),107,-5,27,-12,-13,-17,-1.0,-3,4,-2
CCSc1nc(O)c(C2OC(=O)c3c2ccc(OC)c3OC)c(=O)n1-c1ccccc1 (configuration not stated),107,2,1,-7,-24,1,-0.8,-2,4,3
O=C(CSc1ncn(-c2ccccc2)n1)Nc1ccc(Br)cn1,103,-7,0,-12,-12,-1,-3.0,6,14,-2
CCOC(=O)C(CC)Sc1nnc(COc2ccc(C)cc2)n1-c1ccccc1 (configuration not stated),101,13,-11,-10,-15,-1,0.0,-1,0,-1
CCOc1ccc(S(=O)(=O)NCc2ccc(C)cc2)c2cccnc12,98,-12,-17,-2,-9,1,-1.3,5,6,2
Cc1scc(C(=O)Nc2ccon2)c1-c1ccccc1,106,6,1,2,12,0,-1.6,1,9,-1
CCOC(=O)CC[C@H](NC(=O)Cn1cnc(C(=O)Nc2ccc(C)c(C)c2)n1)C(=O)OCC,106,-2,11,-1,5,0,-2.9,-1,14,4
COc1ccc(-c2csc3ncnc(N4CCN(c5ccccc5OC)CC4)c23)cc1,106,3,-2,-10,-15,-6,-3.6,6,19,-1
COc1ccccc1N1CCN(CCCCNC(=O)c2ccc3ccccc3c2)CC1,117,-5,3,-14,-21,0,0.1,-4,0,3

# Just HTR5A ag and DSG3 Ab inh, for some of the entries so far:
Compound,HTR5A ag,DSG3 Ab inh
COc1ccc(OC)c(C(=O)COC(=O)c2ccc(C)o2)c1,0,104
CSc1cccc(NC(=O)C(C)Sc2ccc(C)cc2)c1 (configuration not stated),-3,107
CCSc1nc(O)c(C2OC(=O)c3c2ccc(OC)c3OC)c(=O)n1-c1ccccc1 (configuration not stated),-2,107
O=C(CSc1ncn(-c2ccccc2)n1)Nc1ccc(Br)cn1,6,103
CCOC(=O)C(CC)Sc1nnc(COc2ccc(C)cc2)n1-c1ccccc1 (configuration not stated),-1,101
CCOc1ccc(S(=O)(=O)NCc2ccc(C)cc2)c2cccnc12,5,98

# Other entries follow.
SMILES,DSG3 Ab inh,PKA-R1A act,Arrestin-AP2 inh,PKA-R2B act,HTR5A inv ctr,DAGLB inh,MOR-DOR ag,HTR5A ag,MOR-DOR inv ag,V-ATPase pHluor
Cc1cccc(C(=O)NCN2CCN(c3ccccc3C#N)CC2)c1,111,-4,-12,6,-8,1,-2.7,2,15,-1
Cc1nnc(SCc2cc(=O)[nH]c(N3CCN(C)CC3)n2)s1,82,2,7,0,-5,-2,-2.0,3,10,5
COc1ccc(Cl)cc1NC(=O)CCCn1c(=O)c2cccn2c2cccnc21,104,0,nt,8,nt,0,nt,nt,nt,3
Cc1ccc(C2C(C(=O)c3cc4ccccc4o3)=C(O)C(=O)N2c2cc(C)on2)cc1 (configuration not stated),102,-4,7,-2,19,2,-0.1,-5,1,0
CC(=O)Oc1cc(OC(C)=O)c2c(=O)c(-c3ccc4c(c3)OCCCO4)c(C)oc2c1,nt,-6,-5,2,-9,-5,-2.6,4,13,0
O=C(O)CCCNC(=O)/C(=C\C=C\c1ccccc1)NC(=O)c1ccccc1Cl,109,-11,-1,-6,-11,2,-3.0,1,15,0
Cc1ccccc1NC(=O)CSc1nc2c(c(=O)n(C)c(=O)n2C)n1C,nt,-4,6,-5,-9,1,-1.1,3,7,1
CCCCn1cnc2c(oc3ccccc32)c1=O,99,-3,4,-5,-8,1,-1.8,2,8,-1
COc1cc(C)ccc1OCc1cc(C(=O)NC2CCOCC2)no1,110,-12,nt,-8,nt,-1,nt,nt,nt,nt
CCn1c(SCC(=O)NCCc2ccccc2)nnc1-c1cccs1,nt,-5,22,4,13,-3,-1.9,-5,11,0
Cc1oc(-c2ccccc2Cl)nc1CS(=O)CC(=O)NCc1ccc(Cl)cc1 (configuration not stated),103,-3,-14,-9,-17,2,-0.9,1,5,3
CCOC(=O)c1ccc(N2CN(CCc3ccccc3)CNC2=S)cc1,128,-1,33,-4,-40,-2,-2.4,4,13,4
CCOc1ccc(CCNC(=O)c2ccc(S(=O)(=O)N3CCCC3)cc2)cc1OCC,99,3,25,-2,-23,-1,0.9,8,-6,6
Cc1ccc(N(NC(=O)C(C)(C)O)C(=O)c2ccccc2)cc1C,nt,3,5,7,14,-2,-2.8,-6,12,-2
CCOC(=O)C1CCCN(S(=O)(=O)c2ccc(F)c(C(=O)Nc3ccc(F)c(F)c3)c2)C1 (configuration not stated),118,-11,13,3,-33,-8,-1.6,2,8,0
CCOc1cc(/C=N/Nc2nc(N3CCCC3)nc(N3CCCC3)n2)ccc1O,97,1,0,4,-13,-2,0.7,0,-4,4
CC(C)=CC1C(C(=O)Nc2ccc(Br)cn2)C1(C)C (configuration not stated),110,-12,28,-4,-1,-8,2.3,0,-12,2
CSc1nc2sc3c(c2c(=O)[nH]1)CCC(C)C3 (configuration not stated),97,-6,-9,6,7,2,-0.9,-2,5,-2
O=C(Nc1ccccc1N1CCCCC1)c1cccc(OC(F)F)c1,101,-6,14,-6,0,-19,5.9,-1,-37,-5
CCOC(=O)C1(CCOc2ccccc2)CCN(Cc2ccncc2)CC1,104,-8,45,6,-3,-1,-0.9,1,5,-2
CC(C)CC(CC(C)C)=NNC(=O)c1ccc2c(c1)OCO2,111,4,7,-1,8,-1,-3.6,-1,17,-1
CC(C)c1nnc(NC(=O)COC(=O)/C=C/c2ccc([N+](=O)[O-])cc2)s1,106,-3,-11,-14,-2,3,-2.4,2,12,-1
CCCCOc1ccc(C(=O)N/C(=C\c2ccc([N+](=O)[O-])cc2)C(=O)OCc2ccco2)cc1,111,-6,-6,-1,18,0,1.5,-1,-11,3
O=C(Nc1c(C(=O)N2CCC(N3CCCCC3)CC2)oc2ccccc12)c1ccc(F)cc1,103,0,-1,5,9,1,-1.8,-2,10,4
NC(=O)c1c(NC(=O)CN2CCOCC2)sc2c1CCC2,117,-1,0,2,-21,-5,-1.7,3,7,16
OCCN1CCN(c2nc3ccccc3nc2-c2ccccc2)CC1,102,-6,-5,1,11,0,-3.2,0,17,-2
Cc1ccc(-n2ncc3c(=O)n(-c4ccc(C)c(C)c4)c(C)nc32)cc1,99,9,-7,-3,-6,-7,4.9,0,-28,-7
CC1CCCCN1CCNC(=O)c1ccc2c(c1)N(Cc1cccc(Cl)c1)C(=O)c1ccccc1S2=O (configuration not stated),93,-9,11,-8,8,0,-1.7,-2,9,0

# 4 entries from above, sorted by the number in DAGLB inh, highest first.
smiles,DSG3 Ab inh,PKA-R1A act,Arrestin-AP2 inh,PKA-R2B act,DAGLB inh,MOR-DOR ag,MOR-DOR inv ag,V-ATPase pHluor
CSc1nc2sc3c(c2c(=O)[nH]1)CCC(C)C3 (configuration not stated),97,-6,-9,6,2,-0.9,5,-2
CC(C)(C)C(=O)NCc1ccc(C(=O)CSc2nnc3n2CCCCC3)s1,101,11,nt,-7,-1,nt,nt,-5
CCn1c(SCC(=O)NCCc2ccccc2)nnc1-c1cccs1,nt,-5,22,4,-3,-1.9,11,0
CCOC(=O)N1CCC(O)(c2cc(C)c(C)cc2C)CC1,nt,-4,13,-1,-5,-2.2,12,-2

# 2 of these compounds, set out differently.
mol: NC(=O)c1c(NC(=O)CN2CCOCC2)sc2c1CCC2
- DSG3 Ab inh: 117
- PKA-R1A act: -1
- Arrestin-AP2 inh: 0
- PKA-R2B act: 2
- HTR5A inv ctr: -21
- DAGLB inh: -5
- MOR-DOR ag: -1.7
- HTR5A ag: 3
- MOR-DOR inv ag: 7
- V-ATPase pHluor: 16

mol: OCCN1CCN(c2nc3ccccc3nc2-c2ccccc2)CC1
- DSG3 Ab inh: 102
- PKA-R1A act: -6
- Arrestin-AP2 inh: -5
- PKA-R2B act: 1
- HTR5A inv ctr: 11
- DAGLB inh: 0
- MOR-DOR ag: -3.2
- HTR5A ag: 0
- MOR-DOR inv ag: 17
- V-ATPase pHluor: -2
